Apoferritin bind: candidate novel general anesthetic via apoferritin binding; P02791; hit rate 0.074% among 350,000; Potency, µM (doses to about 77.5 µM), inactives show top-dose activity change, negative = displacement, actives largely listed as inhibitors; apoferritin/1-aminoanthracene competitive binding, fluorescence; further: on the % scale 0 is the no-effect control and ±100 the full control effect; nearly all actives have a fitted effect of over 20% in size
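Read-out: endpoint 1-AMA fluorescence, excitation 380 nm and emission 535 nm, after compounds sit 10 min at room temperature with 10 uM horse-spleen apoferritin in 50% saturated 1-AMA/PBS. Values come from four-parameter Hill fits.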
POLI inh: DNA polymerase iota (human) inhibition; Q9UNA4; Pol iota fluorescent replication assay, 10 min; Potency, µM (series often up to 115 µM), without a hit: top-dose activity, negative = inhibition, most hits filed as inhibitors; hit rate 1% among 390,000
Target sequence (Q9UNA4 whole entry, looked up): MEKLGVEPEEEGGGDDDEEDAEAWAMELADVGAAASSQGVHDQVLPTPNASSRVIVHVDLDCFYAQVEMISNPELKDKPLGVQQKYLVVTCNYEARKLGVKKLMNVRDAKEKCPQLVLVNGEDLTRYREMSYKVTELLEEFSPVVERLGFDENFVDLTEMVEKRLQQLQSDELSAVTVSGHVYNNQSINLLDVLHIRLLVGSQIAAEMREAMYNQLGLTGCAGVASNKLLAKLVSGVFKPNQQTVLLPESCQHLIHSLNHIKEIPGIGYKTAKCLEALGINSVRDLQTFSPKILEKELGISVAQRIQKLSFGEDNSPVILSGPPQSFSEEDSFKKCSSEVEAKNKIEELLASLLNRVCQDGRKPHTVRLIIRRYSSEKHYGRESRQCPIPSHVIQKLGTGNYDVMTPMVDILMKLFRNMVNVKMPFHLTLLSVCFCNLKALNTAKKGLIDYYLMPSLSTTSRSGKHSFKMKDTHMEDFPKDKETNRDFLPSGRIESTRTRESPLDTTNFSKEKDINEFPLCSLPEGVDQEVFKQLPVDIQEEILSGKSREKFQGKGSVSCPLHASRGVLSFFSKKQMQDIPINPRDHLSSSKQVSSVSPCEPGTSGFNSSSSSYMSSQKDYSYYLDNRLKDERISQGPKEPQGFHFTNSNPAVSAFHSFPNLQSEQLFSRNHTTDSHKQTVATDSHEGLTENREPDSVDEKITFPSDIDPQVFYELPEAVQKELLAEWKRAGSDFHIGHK
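Fluorescent replication assay read twice, at 0 min and 10 min after adding 50 nM (final) substrate. Enzyme (10 nM) and compounds were first incubated 15 min at room temperature; enzyme-free buffer wells were negative controls.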
Pol beta inh: inhibitors of human DNA polymerase beta; Potency, µM (titrated, usually from 114 µM), without a hit: at the highest dose activity change, negative = inhibition, usual class: inhibitors; Pol beta primer extension/strand displacement, fluorescence kinetic; P06746; hit rate 1.3% among 340,000; further: on the % scale 0 is the no-effect control and ±100 the full control effect
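Values derive from four-parameter Hill fits of normalized kinetic data: reads at 0 and 10 min following addition of 50 nM substrate to 10 nM Pol beta preincubated 15 min with compound.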
BLM helicase inh: inhibitors of human Bloom syndrome helicase BLM; Potency, µM (series often up to 56.1 µM), for inactives: at the highest dose activity change, negative = inhibition, most hits filed as inhibitors; P54132; hit rate 0.2% among 350,000; recombinant BLM DNA unwinding, fluorescence dequenching;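 further: plate controls were vehicle for no effect and no enzyme for full effect; nearly all actives have a fitted effect of over 35% in size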
G9a inh: blocks human histone lysine methyltransferase G9a; Q96KQ7; G9a H3K9 monomethylation, AlphaScreen, 2 h; Potency, µM (doses to about 102 µM), inactives show at the highest dose activity, negative = inhibition, actives largely listed as inhibitors; hit rate 8.8% among 350,000; AID 504332; further: on the % scale 0 is the no-effect control and ±100 the full control effect; nearly all actives have a fitted effect of over 75% in size
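Quantitative HTS format: methyltransferase activity on a biotin-tagged H3K9 peptide is measured by AlphaScreen, using a rabbit anti-monomethyl-H3K9 antibody with streptavidin donor and anti-IgG acceptor beads. Final levels are 20 nM enzyme, 500 nM peptide, 20 uM SAM; 2 h RT.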
POLH inh: blocks human DNA polymerase eta activity; Q9Y253; recombinant Pol eta, fluorescent DNA replication assay; Potency, µM (doses to about 114 µM), without a hit: top-dose activity change, negative = inhibition, actives largely listed as inhibitors; hit rate 1.2% among 390,000; AID 588591; further: on the % scale 0 is the no-effect control and ±100 the full control effect
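Pol eta at 10 nM preincubated with compounds 15 min at room temperature; reaction started with fluorescent substrate (50 nM final) and read kinetically at 0 and 10 min.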
APEX1 inh: blocks human APE1 abasic DNA cleavage; hit rate 0.35% among 350,000; recombinant APE1, TAMRA/BHQ-2 abasic DNA cleavage fluorescence; Potency, µM (highest dose often 65.8 µM), for inactives: top-dose activity change, negative = inhibition, hits mostly inhibitors; AID 2517;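 further: plate controls were vehicle for no effect and reference inhibitor for full effect; nearly all actives have a fitted effect of over 55% in size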
Target sequence (P27695 whole entry, looked up): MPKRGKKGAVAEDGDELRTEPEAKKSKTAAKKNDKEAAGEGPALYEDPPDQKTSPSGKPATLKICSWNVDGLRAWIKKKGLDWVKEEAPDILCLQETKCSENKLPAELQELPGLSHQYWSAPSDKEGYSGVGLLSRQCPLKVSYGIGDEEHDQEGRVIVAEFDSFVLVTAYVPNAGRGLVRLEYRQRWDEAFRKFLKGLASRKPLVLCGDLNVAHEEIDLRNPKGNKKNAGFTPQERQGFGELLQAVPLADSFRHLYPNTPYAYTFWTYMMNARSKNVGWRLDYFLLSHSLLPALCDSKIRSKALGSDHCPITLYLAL
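Step 1: APE1 (0.75 nM) with compound, 15 min RT. Step 2: add 50 nM fluorophore/quencher THF duplex. Step 3: three fluorescence reads 60 s apart (525/598 nm); read 3 minus read 1 = reaction progress.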
Pol kappa inh: inhibitors of human DNA polymerase kappa. purified Pol kappa, fluorescent DNA synthesis assay, 10 min. AID 588579. hit rate 0.53% among 400,000. Potency, µM (highest dose often 107 µM), for the others: at the top dose activity, negative = inhibition, most hits filed as inhibitors. Q9UBT6; further: on the % scale 0 is the no-effect control and ±100 the full control effect
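10 nM Pol kappa was preincubated with compounds for 15 min at room temperature. Reaction started with 50 nM (final) substrate. Fluorescence read kinetically at 0 and 10 min.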
BAZ2B inh: BAZ2B (human) inhibition | AlphaScreen BAZ2B-H3K14Ac peptide displacement | Potency, µM (top dose mostly 114 µM), without a hit: top-dose activity change, negative = inhibition, hits mostly inhibitors | hit rate 4.4% among 360,000 | AID 504333; further: on the % scale 0 is the no-effect control and ±100 the full control effect; nearly all actives have a fitted effect of over 60% in size
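Protein-peptide AlphaScreen: BAZ2B 50 nM, b-H3K14Ac 50 nM, 1x PBS pH 7.4 + 0.01% Tween-20. Preincubation 30 min RT; cpd 30 min RT (top 110 uM); beads 20 min RT, light-protected.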
* hit, by the source's call; u = inconclusive; x = no result given; & = joins results of further samples; [ ] = another dose, or the depositor's remark. The call rests on the fitted dose curve; in most records, active means well fitted curve in the direction sought with a large enough effect; inconclusive means small, poorly fitted or top-dose-only effect, or another doubt; inactive means no such curve, though single readings can be large; an effect the other way counts as inactive or inconclusive. Potency means the concentration at half of the fitted maximal effect. A portion of the library. The share of hits here may be higher or lower than overall.

SMILES	Apoferritin bind	POLI inh	Pol beta inh	BLM helicase inh	G9a inh	POLH inh	APEX1 inh	Pol kappa inh	BAZ2B inh
CCN(c1cc(C)cc(C)c1)S(=O)(=O)c1nnc(NC(=O)C(C)(C)C)s1	-6%	25%	24%	-1%	4%	-21%	20%	-3%[60.1 µM]	0%
Cc1nn(-c2ccccc2)c2c1C(=O)NC(=O)C(C)(C)C2	-7%	10%	16%	2%	8%[59 µM]	-8%	-5%	-19%	1%
O=[N+]([O-])c1cccc(C=Nc2cc3c(cc2Br)OCCO3)c1	-5%	10%	3%	1%	50µM*	-5%	-2%	1%	u
CCC(C)NC(=O)c1ccc(C(=O)c2ccccc2)cc1 (stereo unspecified)	-3%	12%	33%	-3%	8%	-10%	-1%	-3%	-3%
COc1ccc(N2CCN(c3nc(Cl)nc(Nc4ccc(F)cc4)n3)CC2)cc1	2%	14%	4%	-7%	10µM*	-13%	11%	-4%	u
Cc1ccccc1C(=O)N1CCC(C(=O)N(CC(C)C)c2c(N)n(CC(C)C)c(=O)[nH]c2=O)CC1	x	7%	x	x	15%[12.7 µM]	-14%	29%	21%	4%
Cc1cc(NC(=O)CCC(=O)N(Cc2ccco2)C2(C(=O)NC3CCCC3)CCC(C)CC2)no1 (stereo unspecified)	-2%	116%[activator]	8%	-4%	-17%	-15%	54%[activator]	7%	-18%
CN(Cc1ccc(C(C)(C)C)cc1)Cc1cccc2ccccc12	-15%	x	x	3%	69%[activator][59 µM]	x	10%	u	x
Cc1cc(C)c2nc(SCCC#N)nc(C)c2c1	-18%	24%	21%	-1%	-7%	11%	12%	-1%	3%
Cn1cc(Cl)c(C(=O)NC2CCCCCC2)n1	-14%	-2%	1%	2%	19%[12.7 µM]	-1%	-5%	-9%	-5%
COc1cccc2sc3cc(C#Cc4ccccn4)ccc3c(=O)c12	x	u	x	x	x	3%	-7%	-2%	x
CCN(CC)S(=O)(=O)c1cccc(NC(=O)CNc2cccc(S(=O)(=O)N3CCCC3)c2)c1	-12%	12%	0%	-6%	x	-17%	1%	-12%	-10%
Cc1ccc(C(=O)OCC(=O)Nc2ncc(Cl)cc2Cl)cc1NC(=O)c1ccco1	u	50µM*	u	-12%	45µM*	u	1%	-28%	-30%
C=CCNC(=O)C1CCN(S(=O)(=O)c2ccc(Br)cc2)CC1	-10%	11%	13%	0%	-12%[59 µM]	-11%	3%	5%	2%
O=C1CC2(CCN(S(=O)(=O)c3ccccc3F)CC2)Oc2ccccc21	x	19%	x	x	-10%[2.33 µM]	-20%	-8%	0%	9%
C[C@@]12C(=O)N(Cc3ccc(-c4ccccc4)cc3)CC(=O)N1[C@H](/C=C/c1ccccc1)[C@@H]1C(=O)N(c3ccccc3)C(=O)[C@@H]12	-14%	43%[activator]	19%	-9%	10%	-12%	5%	6%	-7%
COc1ccccc1N1CCN(C(c2ccccn2)c2nnnn2C2CCCCC2)CC1 (stereo unspecified)	u	8%	-1%	-5%	-45%[59 µM]	-4%	0%	-9%	-31%
O=C1CCC[C@@H]2CC(N3CCCCC3)C[C@@H]3CCN1[C@H]23 (stereo partly specified)	-2%[163 µM]	-5%	x	2%[75.6 µM]	22%	-17%	-9%	-7%&-6%	x
CCn1c(COc2ccccc2)nc2ccccc21	-16%	11%	10%	-1%	20%[59 µM]	-7%	1%	-5%	-1%
CCc1nn2c(=O)c(S(=O)(=O)Nc3cccc(F)c3)c(C)nc2s1	8%&-5%	-9%&0%	15%&10%	-5%&1%	2%	-21%&-13%	-88%	-8%&16%	4%&2%
COc1cc(OC)cc(-c2c(-c3cccs3)c3cc(-c4ccc(OC)nc4)ccc3n2C)c1	x	35%[activator]	x	x	0%[0.501 µM]	-7%	24%	4%	3%
Cc1ccc(NC(=O)c2ccccc2OCc2ccc([N+](=O)[O-])cc2)nc1	-9%	68%[activator]	27%	-2%	-39%	2%	-6%	-6%	-30%
NC(=O)/C(=N\OC(=O)c1ccco1)c1nc(-c2ccc(Br)cc2)cs1	u	8%	-19%	-9%	x	-2%	2%	-17%	-3%
CC1CCc2c(C(=O)Nc3ccc(OC(F)(F)F)cc3)csc2C1 (stereo unspecified)	-1%	11%	1%	-1%	26%[59 µM]	-16%	13%	-16%	-2%
COc1ccc(Oc2ncc3nc(-c4cn(C)c5ccccc45)c(=O)n(C)c3n2)cc1	x	x	x	5%	19%[0.501 µM]	x	3%	u	x

Shown as a hit in POLI inh, of those listed so far:
structure | Apoferritin bind | POLI inh | BLM helicase inh | G9a inh | POLH inh | APEX1 inh | Pol kappa inh | BAZ2B inh
Cc1ccc(C(=O)OCC(=O)Nc2ncc(Cl)cc2Cl)cc1NC(=O)c1ccco1 | u | 50µM* | -12% | 45µM* | u | 1% | -28% | -30%

(continued)
SMILES	Apoferritin bind	POLI inh	Pol beta inh	BLM helicase inh	G9a inh	POLH inh	APEX1 inh	Pol kappa inh	BAZ2B inh
COc1ccc(C(=O)C2=NN(C(C)=O)CC2c2ccco2)cc1 (stereo unspecified)	-14%	3%	12%	-1%	13%[59 µM]	-16%	2%	-13%	-39%
CCCOc1ccc(N2C(=O)CC(N3CCC(c4nc5ccccc5o4)CC3)C2=O)cc1 (stereo unspecified)	-10%	x	4%	-4%	-29%	x	-2%	x	-18%
CCCCOC(=O)c1ccc(NC(=O)c2cc3c(=O)n4cccc(C)c4nc3n2C)cc1	-5%	17%	-18%	-3%	-33%[59 µM]	-13%	x	-4%	2%
COC(=O)C1=C(C)N(Cc2cccnc2)C(=O)/C1=C\c1cccs1	-14%	x	1%	-1%	x	x	7%	x	28µM*
CC(=O)N1CCc2ccc(S(=O)(=O)Nc3ccccc3Cl)cc21	-6%	-8%	17%	-9%	-14%[59 µM]	3%	19%	-9%	-13%
CCC(=O)N(C1=C(NC)C(=O)c2ccccc2C1=O)C(C)C	-5%	u	-26%	-5%	-40%	-19%	-8%	-8%	-25%
CCc1c(C)nc(SC/C=C/c2ccccc2)[nH]c1=O	3%	6%	8%	-1%	2%	-18%	15%	-11%	1%
COC(=O)c1ccc(COc2cccc3c2CCN(Cc2cccc(C)c2)C3=O)o1	-6%	u	-5%	-7%	22%	u	-6%	-45%	-3%
Cc1ccc(/C=N\NC(=O)c2cc([N+](=O)[O-])cc([N+](=O)[O-])c2)o1	0%	132%[activator]	13%	0%	-2%[59 µM]	-17%	4%	-6%	u
O=C1CC[C@@H](C(=O)N2CSC[C@H]2C(=O)O)N1	1%	-7%	-3%	5%&-6%	-12%[12.7 µM]	-5%	u	-2%	-3%
COc1ccc(CC(=O)Nc2c3c(nn2-c2cccc(C)c2C)CS(=O)(=O)C3)cc1	-3%	-6%	14%	-4%	-45%	-12%	-1%	4%	8%
CCc1ccc(C(=O)N2CCCC2)s1	2%	13%[58.9 µM]	12%	-2%	17%[59 µM]	-5%	18%	-4%	-3%
Cc1ncn(-c2ccccc2)c1-c1ccccc1	x	7%	x	x	21%[2.33 µM]	-6%	5%	-6%	50µM*
COc1ccc(NC(=O)c2ccc(NC(=O)CN(C)CC(=O)Nc3c(C)cccc3C)cc2)cc1	3%	27%	3%	-4%	x	-13%	9%	-5%	0%
CC(=O)Nc1cccc(-n2c(=O)n(Cc3ccccc3)c(=O)c3[nH]cnc32)c1	-1%	18%	1%	0%	0%	5%	43%	-18%[60.1 µM]	-16%
COc1ccc(CN(C(=O)c2ccc(OCC(C)C)cc2)C2CCS(=O)(=O)C2)cc1 (stereo unspecified)	98%[activator]	-5%	-9%	-5%	-26%[59 µM]	-4%	x	-26%	u
CC1(C)CC(=O)N(c2ccc(Cl)cc2Cl)C(=O)C1	-18%	59%[activator]	25%	-4%	-1%	-1%	-10%	-2%	3%
CCOc1cccc(C(=O)Nc2ccc3ccccc3c2)c1	-1%	9%	u	-2%	-11%	-14%	-23%	-18%	4%
CCN(CC)c1ccc2c(Cl)c(Br)c(=O)oc2c1	1%	-13%	0%	-15%	9%[0.0925 µM]	-23%	u	-21%	163%[activator]
COc1ccccc1N1CCN(C(=O)c2cccc3c(=O)c(C)c(-c4ccccc4)oc23)CC1	-6%	-19%	4%	0%	u	-18%	-1%	9%	-5%
CCOc1ccccc1NC(=O)Cn1c(=O)n(-c2cccc(C)c2)c(=O)c2c1c1cc(OC)ccc1n2C	-7%	-9%	-1%	-5%	4%[59 µM]	-15%	x	-2%	-1%
O=C(NCC1CCCCC1)c1ccc(F)c(S(=O)(=O)N2CCOCC2)c1	x	23%	x	x	-2%[2.33 µM]	-6%	1%	-5%	5%
C/C(=N\O)c1ccco1	x	28%	x	x	-14%[2.33 µM]	-10%	27%	-19%	1%
COc1ccc(/C=C(/C#N)c2cccnc2)cc1OC	-9%	-24%	0%	4%	-8%[59 µM]	-3%	-11%	-15%	-2%
O=S(=O)(Nc1ccon1)c1ccc(Br)cc1	0%	50%[activator]	42%	0%	-3%	-17%	4%	0%	-1%

Exported bar-delimited: entries from further up
compound | Apoferritin bind | POLI inh | Pol beta inh | BLM helicase inh | G9a inh | POLH inh | APEX1 inh | Pol kappa inh | BAZ2B inh
CCOc1cccc(C(=O)Nc2ccc3ccccc3c2)c1 | -1% | 9% | u | -2% | -11% | -14% | -23% | -18% | 4%
CCN(CC)c1ccc2c(Cl)c(Br)c(=O)oc2c1 | 1% | -13% | 0% | -15% | 9%[0.0925 µM] | -23% | u | -21% | 163%[activator]
COc1ccccc1N1CCN(C(=O)c2cccc3c(=O)c(C)c(-c4ccccc4)oc23)CC1 | -6% | -19% | 4% | 0% | u | -18% | -1% | 9% | -5%
CCOc1ccccc1NC(=O)Cn1c(=O)n(-c2cccc(C)c2)c(=O)c2c1c1cc(OC)ccc1n2C | -7% | -9% | -1% | -5% | 4%[59 µM] | -15% | x | -2% | -1%

Compound activity deposited in PubChem by National Center for Advancing Translational Sciences (NCATS).
